HTT ATP protect = qHTS Multiplex Assay to Identify Dual Action Probes in a Cell Model of Huntington: Cytoprotection (ATP) | Potency, µM (doses to about 56.4 µM), inactives show cytoprotection (ATP increase), actives largely listed as activators | PC12 HTT-Q103 induced, cytoprotection, ATP luminescence, 40 h | 230,000 tested, 0.14% active;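 further: % of control where 0% means no effect; nearly all actives have a fitted effect of over 45% in size; toxic huntingtin expression switched on by the ecdysone agonist tebufenozide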
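Readout: ATPlite luminescence (ATP level). Model: stable PC12, inducible Htt exon1 Q103-GFP. Inducer: tebufenozide, 100 nM final. Compounds: dose series. No G418 in medium.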
ALDH1A1 block = qHTS Assay for Inhibitors of Aldehyde Dehydrogenase 1 (ALDH1A1); 220,000 tested, 7.3% active; Potency, µM (series often up to 75.3 µM), inactives show at the top dose activity, negative = inhibition, actives largely listed as inhibitors; Aldehyde dehydrogenase 1A1 (Homo sapiens), P00352; Purified ALDH1A1, NADH fluorescence, propionaldehyde substrate; active means well fitted inhibition curve with a large enough effect, not every such curve was filed as active; inconclusive means small, poorly fitted or top-dose-only effect, or another doubt; inactive means no such curve, though single readings can be large or run the other way;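 further: plate controls were no enzyme wells and a reference inhibitor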
Target sequence (P00352 whole entry, looked up): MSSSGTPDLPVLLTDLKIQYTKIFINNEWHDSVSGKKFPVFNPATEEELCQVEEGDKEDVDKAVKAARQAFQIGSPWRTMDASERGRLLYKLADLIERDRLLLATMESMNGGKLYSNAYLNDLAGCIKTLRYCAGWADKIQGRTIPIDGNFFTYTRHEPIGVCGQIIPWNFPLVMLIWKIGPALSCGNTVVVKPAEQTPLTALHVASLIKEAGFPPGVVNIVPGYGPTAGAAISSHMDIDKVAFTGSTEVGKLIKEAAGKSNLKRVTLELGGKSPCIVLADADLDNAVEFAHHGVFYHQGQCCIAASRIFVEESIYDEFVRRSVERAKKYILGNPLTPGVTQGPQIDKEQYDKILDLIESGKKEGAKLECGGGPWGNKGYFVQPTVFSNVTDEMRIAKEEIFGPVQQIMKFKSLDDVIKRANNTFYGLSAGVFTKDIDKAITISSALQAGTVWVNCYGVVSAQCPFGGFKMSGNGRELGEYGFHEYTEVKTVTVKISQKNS
SMN2 splice enh = qHTS Assay for Enhancers of SMN2 Splice Variant Expression; HEK293 SMN2-luciferase splicing reporter, luminescence, 30-36 h; Potency, µM (top dose mostly 46.1 µM), inactives show top-dose activity change, positive = activation, most hits filed as activators; AID 1458, 2008; 210,000 tested, 2.8% active; further: % of control where 0% means no effect; nearly all actives have a fitted effect of over 55% in size
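HEK293 cells carry an SMN2 minigene-luciferase reporter in which exon 7 inclusion puts luciferase in frame. Cells were seeded at 2000 cells/well, attached for 10-12 hours, then exposed to compounds for 30-36 hours at 37C before ONE-Glo luminescence.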
JMJD2E inh = qHTS Assay for Inhibitors of Human Jumonji Domain Containing 2E (JMJD2E); JMJD2E catalytic domain, FDH-coupled NADH fluorescence (FDH is formaldehyde dehydrogenase); Potency, µM (doses to about 57.1 µM), for inactives: at the top dose activity change, negative = inhibition, most hits filed as inhibitors; 230,000 tested, 1.6% active; Lysine-specific demethylase 4E (Homo sapiens), B2RXH2; active means well fitted inhibition curve with a large enough effect, not every such curve was filed as active; inconclusive means small, poorly fitted or top-dose-only effect, or another doubt; inactive means no such curve, though single readings can be large or run the other way;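 further: 0% = wells with enzyme and -100% = buffer wells without enzyme; nearly all actives have a fitted effect of over 50% in size; many of its hits are not listed in these tables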
Target sequence (B2RXH2 1-337 limits assumed): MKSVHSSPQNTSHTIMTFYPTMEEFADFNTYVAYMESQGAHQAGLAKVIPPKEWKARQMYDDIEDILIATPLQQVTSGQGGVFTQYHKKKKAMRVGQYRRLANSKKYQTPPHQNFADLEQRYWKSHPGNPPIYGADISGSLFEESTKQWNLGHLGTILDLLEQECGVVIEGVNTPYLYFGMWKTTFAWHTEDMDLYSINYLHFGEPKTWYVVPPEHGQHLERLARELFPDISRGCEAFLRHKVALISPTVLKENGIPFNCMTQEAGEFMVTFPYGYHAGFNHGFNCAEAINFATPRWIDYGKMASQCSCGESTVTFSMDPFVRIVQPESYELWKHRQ
Tau fibril ThT = qHTS for Inhibitors of Tau Fibril Formation, Thioflavin T Binding. Microtubule-associated protein tau (Homo sapiens), P10636. recombinant tau K18 P301L, heparin-induced fibrillization, ThT fluorescence. Potency, µM (highest dose often 57.4 µM), without a hit: top-dose activity, negative = inhibition, actives largely listed as inhibitors. 270,000 tested, 2.1% active; further: on the % scale 0 is the no-effect control and ±100 the full control effect; nearly all actives have a fitted effect of over 55% in size
Target sequence (P10636 561-689 P618L limits assumed): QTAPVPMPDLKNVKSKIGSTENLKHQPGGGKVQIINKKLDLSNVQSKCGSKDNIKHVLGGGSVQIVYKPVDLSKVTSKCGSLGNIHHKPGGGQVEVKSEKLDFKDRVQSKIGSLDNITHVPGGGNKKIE
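K18 P301L tau (15 uM + 0.24 uM Alexa 594-tagged), heparin 20 uM, NaOAc pH 7, 6 h 37 C; ThT 30 uM, 1 h RT, ex 450/em 510 nm.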
Tau FP inhib = qHTS for Inhibitors of Tau Fibril Formation, Fluorescence Polarization. Potency, µM (series often up to 57.7 µM), for the others: at the highest dose activity, negative = inhibition, usual class: inhibitors. K18 P301L tau heparin fibrillization, Alexa594 FP, 6 h. AID 1468, 2008. 280,000 tested, 0.39% active. Microtubule-associated protein tau (Homo sapiens), P10636; further: on the % scale 0 is the no-effect control and ±100 the full control effect; nearly all actives have a fitted effect of over 55% in size
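Read-out: fluorescence polarization of Alexa 594-labeled tau (0.24 uM), 555 nm excitation, 632 nm emission. Mixtures held 15 uM unlabeled K18 P301L, compound and 20 uM heparin, pH 7 acetate buffer, incubated 6 hr at 37 C.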
HTT aggregate = qHTS Multiplex Assay to Identify Dual Action Probes in a Cell Model of Huntington: Aggregate Formation (GFP). 220,000 tested, 1.1% active. Potency, µM (titrated, usually from 46.1 µM), for the others: at the top dose activity change, negative = inhibition, actives largely listed as inhibitors. PC12 HttQ103-GFP aggregates, Acumen cytometry, 40 h. AID 1688, 2009; further: on the % scale 0 is the no-effect control and ±100 the full control effect; nearly all actives have a fitted effect of over 60% in size
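Steps: seed 1500 PC12 HTTQ103-GFP cells/well; add tebufenozide, 100 nM final; add compound titration; add ATPLite reagent; quantify GFP aggregates by laser scanning cytometry.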
Tau fluor counter = Counterscreen qHTS for Inhibitors of Tau Fibril Formation, Fluorescence Polarization; tau K18 P301L (four-repeat tau fragment) Alexa594 fluorescence, heparin fibrillization; Potency, µM (doses to about 57.7 µM), for the others: at the top dose activity change, negative = decrease; 280,000 tested, 0.93% active; further: on the % scale 0 is the no-effect control and ±100 the full control effect; nearly all actives have a fitted effect of over 55% in size
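Human K18 P301L tau (15 uM unlabeled plus 0.24 uM Alexa 594-labeled, final) in 100 mM sodium acetate pH 7 was mixed with compound and 20 uM heparin and incubated 6 hr at 37 C.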
* marks the source's active call; other numbers are inactive results; ? = inconclusive; nt = not tested or not shown; [ ] = remark or other dose. Unless noted, the call rests on the fitted dose curve; in most records, active means well fitted curve in the direction sought with a large enough effect; inconclusive means small, poorly fitted or top-dose-only effect, or another doubt; inactive means no such curve, though single readings can be large; an effect the other way counts as inactive or inconclusive. Potency means the concentration at half of the fitted maximal effect.

Sequence of screens – ALDH1A1 block | SMN2 splice enh | Tau fibril ThT | Tau fluor counter | HTT aggregate | JMJD2E inh | HTT ATP protect | Tau FP inhib
> Cc1cc(C(c2nnnn2Cc2ccccc2)N2CCOCC2)c(C)n1-c1ccc2c(c1)OCO2 (stereo unspecified)
 : 13µM* | -7% | ? | -16% | 1% | ? | 13% | -3%
> COc1ccc(NC(=O)C(CC(=O)O)Cc2ccccc2)cc1 (stereo unspecified)
 : 12% | 2% | 3% | 1% | 5% | 10% | -18% | 5%
> O=C(Nc1cccc(Cl)c1)c1ccc2c(c1)SC1=NS(=O)(=O)CCN12
 : ? | 30% | 10% | -9% | 1% | 7% | -4%[10 µM] | -14%
> CCC(CC)C(=O)c1c[nH]c(C(=O)NCc2ccccn2)c1
 : -5% | 1% | 6% | 7% | 16% | 1% | 1%[10 µM] | 2%
> Cc1ccc(/C=C/C(=O)NC(C)c2ccccc2)cc1 (stereo unspecified)
 : -10% | -16% | -7% | -4% | -23% | 2% | 4%[10 µM] | -1%
> COc1ccc(NC(=O)CSc2nc(-c3ccc(F)cc3)[nH]c2-c2ccc(C)cc2)cc1OC
 : nt | 7% | ? | 3.5µM*[quencher] | nt | nt | nt | -15%
> CCOC(=O)CN(C(=O)CSc1nnc(Cc2ccccc2)n1-c1ccc(C)cc1)c1ccccc1
 : -16% | -22% | -15% | 0% | 8% | 10% | 13%[10 µM] | -1%
> O=C1c2ccccc2C(Nc2ccc3nc(-c4cccnc4)[nH]c3c2)N1Cc1ccco1 (stereo unspecified)
 : ? | 3% | 4% | -3% | -6% | -4% | -4% | 5%
> C[C@H](Cc1ccccc1)Nc1ncnc2c1ncn2[C@@H]1O[C@H](CO)[C@@H](O)[C@H]1O
 : -8% | 10% | -6% | -7% | nt | nt | -21% | -2%
> CN(Cc1nc(CCc2ccccc2)no1)Cc1cccs1
 : -4% | nt | -9% | -8% | -3%[9.22 µM] | 2% | -2%[10 µM] | -5%
> CCS(=O)(=O)Nc1c(C(=O)OC)[nH]c2ccccc12
 : -11% | nt | 4% | 1% | 10% | ? | -15% | 0%
> COc1ccc(C2C(C(=O)c3sc(C)nc3C)=C(O)C(=O)N2CCN(C)C)cc1 (stereo unspecified)
 : 4% | -13% | -4% | 8% | -6% | 2% | -9%[0.074 µM] | 8%
> O=c1[nH][nH]c2ccccc2c1=O
 : nt | nt | -8% | -10% | 19%[9.22 µM] | 5% | 17%[10 µM] | 1%
> CC1Cc2ccccc2N1C(=O)Cn1c(=O)oc2cc(S(=O)(=O)NC3CCCC3)ccc21 (stereo unspecified)
 : 8% | 0% | -5% | -21% | -12% | 3% | 11% | 6%
> CC(=O)OCOC(c1ccc2ccccc2c1)P(=O)(OCOC(C)=O)OCOC(C)=O (stereo unspecified)
 : 2% | -22% | -2% | -4% | nt | nt | 14% | -4%
> Cc1ccc(NC(=O)c2cc(NC(=O)CCC(=O)O)ccc2N2CCCCC2)cc1
 : ? | ? | -14% | -3% | 12% | 4% | -22% | -3%
> CCOc1cc(C(=O)N/N=C/C(Br)=C/c2ccccc2)cc(OCC)c1OCC
 : 3% | -36%[inhibitor] | -12% | -18% | ? | -5% | -41%[10 µM] | ?
> Cc1ccc(S(=O)(=O)N(C)c2nc3ccccc3[nH]c2=S)cc1
 : nt | nt | 1.1µM* | -24% | -20%[9.22 µM] | -10% | 25%[10 µM] | ?
> COC(=O)CSc1nnc(CNS(=O)(=O)c2ccc(C)cc2)n1C
 : 5% | -9% | 5% | 0% | 25% | -3% | 5% | -6%
> COc1cccc(NC(=S)N(CCCN2CCOCC2)C(C)c2cc3cccc(OC)c3o2)c1 (stereo unspecified)
 : -13% | -33% | -9% | -19% | -15% | -11% | -36%[inhibitor] | 1%
> Cn1nnnc1SCC(=O)N1CCOCC1
 : ? | 8% | -2% | 3% | -1% | -2% | 23%[1.9 µM] | -1%
> CC(C)CN(Cc1cc(=O)oc2cc(-c3ccccc3)c(O)cc12)CC(C)C
 : nt | nt | 0% | -20% | -19%[9.22 µM] | ? | -15%[10 µM] | ?
> CC1CCCCN1c1cc(C#N)c(C#N)cc1[N+](=O)[O-] (stereo unspecified)
 : 3% | -23% | ? | -12% | 15% | 7% | -20% | 4%
> O=C(O)c1ccc(/C=N/Nc2ccc(C(F)(F)F)cn2)cc1
 : 7% | 13µM* | 2% | -12% | ? | -19% | nt | -2%
> Cc1cc(=O)[nH]c(SCc2nc3ccccc3n2Cc2ccccc2)n1
 : 1% | -10% | -9% | -4% | 22% | ? | -15% | -5%
> Cc1ccc(/C=c2\sc3nc(-c4ccccc4Br)nn3c2=O)o1
 : 13µM* | nt | 28µM* | -28% | 19% | -16% | -53%[inhibitor][0.074 µM] | ?
> Cc1onc(-c2c(F)cccc2Cl)c1C(=O)NCC1COc2ccccc2O1 (stereo unspecified)
 : -1% | -12% | -3% | -8% | -11% | -4% | 1% | 2%
> COC(=O)C(Cc1ccc(OC(=O)c2ccccc2Cl)cc1)N1Cc2ccccc2C1=O (stereo unspecified)
 : -3% | 28% | -12% | -15% | -9% | -10% | -4% | 12%
> COc1cccc(NC(=O)Cn2cc(C#N)c3ccccc32)c1
 : -1% | nt | -6% | -24% | -15% | -1% | 15%[10 µM] | -11%
> COCCn1c(CN2CCN(c3ccc(OC)cc3)CC2)nc2c1c(=O)n(C)c(=O)n2C
 : 2% | -12% | -12% | -4% | -15% | 2% | -28%[0.074 µM] | 8%

Five of these compounds, reformatted:
smiles | ALDH1A1 block | SMN2 splice enh | Tau fibril ThT | Tau fluor counter | HTT aggregate | JMJD2E inh | HTT ATP protect | Tau FP inhib
CCOC(=O)CN(C(=O)CSc1nnc(Cc2ccccc2)n1-c1ccc(C)cc1)c1ccccc1 | -16% | -22% | -15% | 0% | 8% | 10% | 13%[10 µM] | -1%
O=C1c2ccccc2C(Nc2ccc3nc(-c4cccnc4)[nH]c3c2)N1Cc1ccco1 (stereo unspecified) | ? | 3% | 4% | -3% | -6% | -4% | -4% | 5%
C[C@H](Cc1ccccc1)Nc1ncnc2c1ncn2[C@@H]1O[C@H](CO)[C@@H](O)[C@H]1O | -8% | 10% | -6% | -7% | nt | nt | -21% | -2%
CN(Cc1nc(CCc2ccccc2)no1)Cc1cccs1 | -4% | nt | -9% | -8% | -3%[9.22 µM] | 2% | -2%[10 µM] | -5%
CCS(=O)(=O)Nc1c(C(=O)OC)[nH]c2ccccc12 | -11% | nt | 4% | 1% | 10% | ? | -15% | 0%

Additional results:
Sequence of screens – ALDH1A1 block | SMN2 splice enh | Tau fibril ThT | Tau fluor counter | HTT aggregate | JMJD2E inh | HTT ATP protect | Tau FP inhib
> S=C(NCc1ccco1)N1CCN(c2nc(-c3ccc(Cl)cc3)cs2)CC1
 : -15% | -66%[inhibitor] | ? | ? | ? | -5% | -100%[inhibitor] | 1%
> CCN(CC)S(=O)(=O)c1ccc(C(=O)NCc2n[nH]c(=S)n2-c2ccc(Cl)c(Cl)c2)cc1
 : 1.4µM* | -2% | -1% | -18% | 14% | 15% | -45%[inhibitor] | 8%
> CC(C)Oc1ccc(CNC(=O)C2CCN(c3nc4ccccc4n(C)c3=O)CC2)cc1
 : nt | -6% | -4% | -10% | nt | nt | nt | 2%
> CCOCCOC(=O)c1cccc(NC(=O)OCC)c1
 : -22% | -36%[inhibitor] | -8% | -3% | 10% | 2% | -1% | -11%
> O=C(NC1(C(F)(F)F)NC(=O)N(C2CCCCC2)C1=O)c1cccs1 (stereo unspecified)
 : -1% | -11% | -4% | -1% | -14% | -2% | -24%[0.074 µM] | -7%
> CCN(Cc1ccccc1)C(=O)CCS(=O)(=O)c1cc(Br)cc2c1N(C(=O)C1CC1)CC2
 : nt | 1% | -13% | -10% | nt | nt | nt | 1%
> Cc1ccccc1N(Cc1ccccc1F)S(C)(=O)=O
 : ? | -23% | -8% | -13% | -3% | 2% | -2%[10 µM] | -1%
> CCOC(=O)c1c(C)nc2c(c1-c1ccc(OC)cc1)C(=O)CC(C)(C)C2
 : ? | 2% | -3% | -5% | 11% | -4% | -30% | 6%
> COc1cc(OC)c2c(-c3cccc(-c4ccc(C#N)cc4)c3)cc(=O)oc2c1
 : ? | nt | -11%[81.4 µM] | -17%[81.3 µM] | nt | nt | -148%[inhibitor] | -16%[81.3 µM]
> CC(=O)c1cccc(NC(=O)c2sc3nc4c(cc3c2N)CCCC4)c1
 : nt | 17% | ? | -22% | nt | nt | nt | -1%
> NC(=O)c1ccc(N2CCCCC2)c(N2C(=O)CCC2=O)c1
 : 9% | -12% | -10% | -6% | 13% | 2% | -14% | 5%
> COc1cccc(/C=C/c2nc(C#N)c(NCCc3ccc(OC)c(OC)c3)o2)c1
 : nt | -11% | ? | 13µM*[quencher] | nt | nt | nt | ?
> Cc1ccccc1NC(=O)c1c(NC(=O)C(F)(F)F)sc2c1CCCCC2
 : nt | -41%[inhibitor] | ? | ? | nt | nt | nt | ?
> CCOC(=O)c1oc2cc(O)c(CC)cc2c(=O)c1-c1ccc2c(c1)OCCO2
 : ? | -4% | ? | ? | 9% | 0% | -15% | -14%
> O=C(CSCc1nc2c(nnn2Cc2ccc(F)cc2)c(=O)[nH]1)Nc1cccc(C(F)(F)F)c1
 : 14% | -2% | 1% | -4% | 10%[9.22 µM] | 11% | 31%[10 µM] | 7%
> O=C(O)c1ccc(/C=N/Nc2ccc(S(=O)(=O)N3CCCC3)cc2[N+](=O)[O-])cc1
 : ? | nt | ? | -18% | -15%[9.22 µM] | 1% | -13%[10 µM] | 13%
> CC(C)CC(=O)NC(=S)Nc1nc(-c2cccc3ccccc23)cs1
 : -1% | -14% | -9% | ? | -18% | -5% | -14% | ?
> COc1ccc(-c2cc(C(=O)O)n(Cc3ccccc3)n2)cc1
 : nt | -9% | 2% | -5% | nt | nt | nt | -3%

A portion of the library; the hit share may differ from the screen's.
